Bioassay records deposited in PubChem by several laboratories.
MCL1-BIM inh = MCL1-BIM-BH3 interaction inhibition (human) | GST-MCL1 / FITC-Bim-BH3 fluorescence polarization | 320,000 compounds, 0.68% hits | inhibition, % at 10.9 µM | Q07820 | AID 2057;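 active = inhibition above the mean inhibition of all tested compounds plus 3 SD, set per campaign, cut at about 40% in these data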;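 note: 0% = DMSO wells and 100% = unlabeled Bim-BH3 peptide control; higher means more loss of mP so more displacement of Bim peptide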
BCLXL inh = blocks human Bcl-xL binding to Bim BH3 peptide | GST-Bcl-xL / FITC-Bim BH3 peptide fluorescence polarization | 320,000 compounds, 0.7% hits | inhibition, % at 10.9 µM | Q07817;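 active = inhibition above the mean of all tested compounds plus 3 SD, cutoff set per campaign, cut at about 30% in these data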;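 note: 0% = DMSO wells and 100% = unlabeled Bim-BH3 peptide competitor; inhibitors lower millipolarization by displacing the labeled peptide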
AHR activator = activates the human aryl hydrocarbon receptor | P35869 | AHR-responsive luciferase reporter cells, luminescence | activation, % at 5 µM | 320,000 compounds, 2.5% hits | AID 2796; in the data active = activation above about 47%;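 note: 0% = vehicle wells and 100% = reference agonist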
GLD-1 RNA inh = GLD-1-TGE RNA interaction inhibition (C. elegans); Q17339; inhibition, % at 5.96 µM; 320,000 compounds, 0.44% hits; purified GLD-1 + fluorescein TGE RNA, fluorescence polarization;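 active = percent inhibition above a per-plate cutoff, the plate mean of test compounds plus 3 SD, cut at about 30% in these data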;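 note: 0% = DMSO wells with GLD-1 and probe and 100% = wells lacking GLD-1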
Target sequence (Q17339 whole entry, looked up): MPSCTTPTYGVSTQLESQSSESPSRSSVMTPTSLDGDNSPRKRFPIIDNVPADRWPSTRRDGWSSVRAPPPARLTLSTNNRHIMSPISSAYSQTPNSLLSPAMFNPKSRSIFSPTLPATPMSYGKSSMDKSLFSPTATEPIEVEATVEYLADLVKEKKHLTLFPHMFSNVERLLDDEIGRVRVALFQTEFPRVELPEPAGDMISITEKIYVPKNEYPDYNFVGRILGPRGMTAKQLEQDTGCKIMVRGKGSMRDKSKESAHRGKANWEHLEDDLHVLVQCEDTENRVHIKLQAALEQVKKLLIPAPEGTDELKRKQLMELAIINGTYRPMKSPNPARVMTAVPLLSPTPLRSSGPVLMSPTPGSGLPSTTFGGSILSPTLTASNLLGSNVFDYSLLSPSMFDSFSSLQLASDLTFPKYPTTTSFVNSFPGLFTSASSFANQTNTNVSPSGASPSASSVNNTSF
PME-1 inh = PME-1 (human) inhibition; Q9Y570; 320,000 compounds, 0.53% hits; inhibition, % at 5.9 µM; AID 2130; recombinant PME-1, FP-Rh probe fluorescence polarization;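 active = inhibition above the campaign mean of all compounds plus 3 SD, cut at about 26% in these data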;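 note: competitive labeling of PME-1 active site by serine hydrolase directed probe; 0% = PME-1 with DMSO and 100% = wells lacking PME-1 enzyme; inhibitors block probe labeling so polarization falls and inhibition rises; many of its hits are not listed in these tables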
MEX-5 binding = C. elegans MEX-5 TCR-2 RNA binding activity. Q9XUB2. MEX-5/FITC-TCR2 RNA binding, fluorescence polarization; active compounds read low. activity score (negative = inhibition of binding), % at 10 µM. 300,000 compounds, 0.38% hits;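 active = inhibition past about -25% in most replicates, and total fluorescence under double the plate's negative control median, limit read from the data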;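 note: 0% = DMSO and -100% = 5 µM competing unlabeled TCR2 RNA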
PAFAH1B2 FP inh = blocks human PAF acetylhydrolase 1b catalytic subunit 2. recombinant PAFAH1B2, FP-rhodamine activity probe, fluorescence polarization. 340,000 compounds, 1.2% hits. inhibition, % at 3.39 µM. P68402;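 active = inhibition above the mean of all tested compounds plus 3 SD, cut at about 24% in these data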;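 note: 0% = enzyme with DMSO and 100% = wells lacking PAFAH1B2; many of its hits are not listed in these tables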
pPAFAH FP inh = pPAFAH (human) enzyme inhibition | Q13093 | recombinant pPAFAH, FP-rhodamine probe fluorescence polarization | inhibition, % at 3.39 µM | 330,000 compounds, 1.5% hits;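 active = inhibition above the mean inhibition across the screen plus 3 SD, cut at about 25% in these data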;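 note: inhibitors block binding of the rhodamine activity-based probe so polarization drops; 0% = enzyme with DMSO and 100% = wells lacking pPAFAH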
Target sequence (Q13093 whole entry, looked up): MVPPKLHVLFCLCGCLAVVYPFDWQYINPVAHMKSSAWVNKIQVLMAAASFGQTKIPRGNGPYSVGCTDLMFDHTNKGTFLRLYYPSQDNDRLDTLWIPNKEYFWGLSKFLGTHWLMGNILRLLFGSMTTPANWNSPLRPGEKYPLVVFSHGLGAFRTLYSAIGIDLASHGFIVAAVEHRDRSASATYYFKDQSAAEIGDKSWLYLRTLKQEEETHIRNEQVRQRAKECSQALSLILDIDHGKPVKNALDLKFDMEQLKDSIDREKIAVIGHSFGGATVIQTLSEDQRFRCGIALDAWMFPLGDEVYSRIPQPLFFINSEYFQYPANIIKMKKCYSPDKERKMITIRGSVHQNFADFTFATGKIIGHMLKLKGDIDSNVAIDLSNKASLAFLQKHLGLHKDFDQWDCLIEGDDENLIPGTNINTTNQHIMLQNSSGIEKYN
Fam108B inh = Fam108B inhibition, counter-screen for RBBP9 inhibitors. inhibition, % at 9.51 µM. 300,000 compounds, 0.33% hits. recombinant Fam108B, FP-Rh probe fluorescence polarization;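 active = inhibition above the screen mean inhibition plus 3 SD, computed separately per campaign, cut at about 18% in these data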;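 note: inhibitors lower polarization as less probe binds the enzyme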
The depositor's hits bear a star; x = not tested or not shown. Some of the compounds tested; count on the stated rates, not on these rows.

SMILES | MCL1-BIM inh | BCLXL inh | AHR activator | GLD-1 RNA inh | PME-1 inh | MEX-5 binding | PAFAH1B2 FP inh | pPAFAH FP inh | Fam108B inh
CC(=O)c1ccc(S(=O)(=O)NCc2cccnc2)cc1 | 1 | 5 | 2 | 3 | -1 | 1.5 | 5 | 1 | 3
Cc1ccnc(NC(=O)Cn2c(=O)oc3cc(S(=O)(=O)N4CCCC4)ccc32)c1 | -2 | 0 | -4 | 6 | -2 | 3.2 | 0 | 0 | -2
Cc1ccccc1-n1nc2c(c1NC(=O)C(C)C)CS(=O)(=O)C2 | 2 | 2 | 0 | 0 | -6 | 1.4 | 5 | 1 | -1
COc1cc(NC2c3ccccc3C(=O)N2Cc2ccccc2)cc(OC)c1OC (configuration not stated) | -2 | 2 | 2 | -6 | -7 | x | 3 | 1 | 5
O=C(CN(C(=O)CCC(=O)Nc1nccs1)c1ccc(F)cc1)NCC1CCCO1 (configuration not stated) | -3 | 2 | 2 | -2 | 2 | 1.4 | 1 | 3 | 2
CCN1CCN(c2ccc(S(=O)(=O)N3CCCCC3)cc2NC(=O)Cc2c(F)cccc2Cl)CC1 | -12 | -4 | 0 | 6 | 0 | -4.9 | -3 | 6 | 3
CCC1(c2ccccc2)NC(=O)N(CC(=O)N2CCc3ccccc32)C1=O (configuration not stated) | x | x | 8 | -2 | x | x | 5 | 3 | x
CC(C)N(c1ccccc1)c1ccc(NC(=S)NCCN(C)C)cc1 | 3 | 7 | 2 | 5 | 4 | 1.8 | -3 | 3 | -1
O=C(Nc1cccc(S(=O)(=O)N2CCCC2)c1)c1ccc2ccccc2n1 | -3 | 2 | 4 | 4 | -3 | -0.9 | 5 | -1 | -2
CCOc1ccc(NC(=O)CN2C(=O)NC(CCc3ccccc3)C2=O)cc1OCC (configuration not stated) | x | x | 2 | 4 | x | x | 3 | -2 | x
COCN(C#N)c1nc(OC)nc(OC)n1 | 1 | 2 | 0 | -2 | 2 | -2.1 | -2 | 6 | 1
COc1cc(C(=O)NC(=S)Nc2nc(-c3ccc(F)cc3)cs2)cc(OC)c1OC | 4 | 3 | 5 | 0 | -2 | -1.6 | 13 | 8 | -2
CCOc1ccc(S(=O)(=O)N2CCC(c3ccccc3)CC2)cc1C(=O)O | 4 | 2 | 2 | 3 | 2 | -0.4 | 1 | 5 | 5
CC(=O)C1=C(C)N(c2ccccc2)C(=O)C1(NS(=O)(=O)c1ccc(N)cc1)C(F)(F)F (configuration not stated) | 4 | 5 | 2 | 7 | -5 | -2.4 | -2 | -2 | 7
OC(CNc1nc(C(F)(F)F)nc2ccccc12)c1ccccc1 (configuration not stated) | 8 | 9 | 11 | 1 | 0 | 2.3 | -1 | -2 | 1
O=C(NC1CC1)C1=C[C@@H](c2csc3ccccc23)C[C@@H](OCc2ccc(CO)cc2)O1 | 1 | 6 | 20 | 5 | 0 | -0.5 | -2 | 8 | -23
CC(C)CC[C@@H](O)[C@](C)(O)C1CC[C@@]2(O)C3=CC(=O)[C@@H]4C[C@@H](O)[C@@H](O)C[C@]4(C)C3CC[C@]12C (some centres not stated) | x | x | 0 | -3 | x | x | 6 | -3 | x
CC(=O)Nc1ccc(O)cc1[N+](=O)[O-] | 8 | 7 | 3 | -3 | 3 | 0.9 | 4 | 5 | -1
COc1ccc(OC)c(S(=O)(=O)N2CCCC(C(=O)NCCc3ccccc3)C2)c1 (configuration not stated) | 3 | 5 | 2 | -5 | 5 | 2.1 | 8 | -1 | 6
COC(=O)C1=C(C)N(C)C(=O)NC1c1cc(Cl)c(O)c(OC)c1 (configuration not stated) | 5 | 2 | 2 | 9 | 0 | 0.9 | -1 | 7 | -3
COc1ccc(C(=O)N/N=C(\c2ccccc2)c2ccccn2)cc1 | 7 | 6 | 15 | 7 | -6 | -1.7 | -2 | 6 | -1
CCN1CCN(c2oc(COc3ccc(-c4ccccc4)cc3)nc2C#N)CC1 | 4 | 6 | -3 | 4 | 3 | 0.6 | 3 | 6 | 2
CCOC(=O)C(Cc1c[nH]c2ccccc12)NC(=O)c1ccco1 (configuration not stated) | -4 | 2 | 13 | 4 | -4 | 1.2 | 1 | 5 | 5
COc1ccc(CCNC2CC(=O)N(CCc3ccccc3)C2=O)cc1OC (configuration not stated) | 4 | 5 | 0 | 0 | 3 | 2.3 | 3 | -3 | 0
Cc1ccc(C)c(-c2csc(NC(=O)c3cnccn3)n2)c1 | -1 | -5 | 20 | 1 | -1 | -3.0 | 2 | -3 | -5

Seven compounds already listed, ordered by length of the SMILES, rising:
SMILES | MCL1-BIM inh | BCLXL inh | AHR activator | GLD-1 RNA inh | PME-1 inh | MEX-5 binding | PAFAH1B2 FP inh | pPAFAH FP inh | Fam108B inh
CC(=O)c1ccc(S(=O)(=O)NCc2cccnc2)cc1 | 1 | 5 | 2 | 3 | -1 | 1.5 | 5 | 1 | 3
COc1ccc(C(=O)N/N=C(\c2ccccc2)c2ccccn2)cc1 | 7 | 6 | 15 | 7 | -6 | -1.7 | -2 | 6 | -1
CCN1CCN(c2oc(COc3ccc(-c4ccccc4)cc3)nc2C#N)CC1 | 4 | 6 | -3 | 4 | 3 | 0.6 | 3 | 6 | 2
O=C(Nc1cccc(S(=O)(=O)N2CCCC2)c1)c1ccc2ccccc2n1 | -3 | 2 | 4 | 4 | -3 | -0.9 | 5 | -1 | -2
COc1cc(C(=O)NC(=S)Nc2nc(-c3ccc(F)cc3)cs2)cc(OC)c1OC | 4 | 3 | 5 | 0 | -2 | -1.6 | 13 | 8 | -2
CCN1CCN(c2ccc(S(=O)(=O)N3CCCCC3)cc2NC(=O)Cc2c(F)cccc2Cl)CC1 | -12 | -4 | 0 | 6 | 0 | -4.9 | -3 | 6 | 3
CC(=O)C1=C(C)N(c2ccccc2)C(=O)C1(NS(=O)(=O)c1ccc(N)cc1)C(F)(F)F (configuration not stated) | 4 | 5 | 2 | 7 | -5 | -2.4 | -2 | -2 | 7

Some of these compounds in order of their number in AHR activator, largest number first.
Structure | MCL1-BIM inh | BCLXL inh | AHR activator | GLD-1 RNA inh | PME-1 inh | MEX-5 binding | PAFAH1B2 FP inh | pPAFAH FP inh
CCOC(=O)C(Cc1c[nH]c2ccccc12)NC(=O)c1ccco1 (configuration not stated) | -4 | 2 | 13 | 4 | -4 | 1.2 | 1 | 5
CC(=O)C1=C(C)N(c2ccccc2)C(=O)C1(NS(=O)(=O)c1ccc(N)cc1)C(F)(F)F (configuration not stated) | 4 | 5 | 2 | 7 | -5 | -2.4 | -2 | -2
COc1ccc(CCNC2CC(=O)N(CCc3ccccc3)C2=O)cc1OC (configuration not stated) | 4 | 5 | 0 | 0 | 3 | 2.3 | 3 | -3

(next part)
SMILES | MCL1-BIM inh | BCLXL inh | AHR activator | GLD-1 RNA inh | PME-1 inh | MEX-5 binding | PAFAH1B2 FP inh | pPAFAH FP inh | Fam108B inh
O=c1c2cc(Br)ccc2nc(-c2ccc([N+](=O)[O-])cc2)n1O | 6 | 8 | 2 | 2 | 1 | 0.5 | 4 | -2 | 7
Cc1cccc(OCC(=O)Nc2cccc(C(=O)Nc3ccccc3C(=O)O)c2)c1 | 11 | 5 | 0 | 1 | -29 | 1.4 | -4 | -13 | -2
O=C(COc1cc(Cl)ccc1Cl)Nc1ccc2[nH]c(=O)[nH]c2c1 | 0 | -5 | 2 | 2 | 1 | -0.1 | 1 | 0 | -3
CCCCN(C(=O)/C=C/c1ccc(OCC(C)C)c(OCC)c1)c1c(N)n(CCC)c(=O)[nH]c1=O | 8 | 4 | -1 | 5 | 6 | 2.5 | -1 | 4 | -3
CCOc1ccc(CNC(=O)Cn2ccc3cc(S(=O)(=O)N4CCCCCC4)ccc32)cc1 | -6 | 2 | 4 | -10 | 2 | 2.7 | 4 | 1 | 4
COCCCn1c(SCC(=O)Nc2oc(C)c3c(C)n[nH]c(=O)c23)nc2ccccc2c1=O | 1 | 3 | 0 | -1 | 3 | 4.4 | 3 | 0 | -1
CCOC(=O)c1c(-c2ccc(C)s2)csc1N | 14 | 18 | 8 | 8 | 8 | 0.8 | 6 | 5 | 3
COc1ccc(CCNC(=O)C2CCN(S(=O)(=O)c3cccc4cccnc34)CC2)cc1OC | 9 | 5 | 6 | -5 | 0 | 0.4 | 4 | 2 | -1
COc1cccc(-c2ccc(SCC(=O)NC3CCCCC3)nn2)c1 | 3 | 2 | 15 | -6 | 3 | -1.3 | 3 | 7 | -1
COc1ccccc1C(=O)COC(=O)Cc1c[nH]c2ccccc12 | -3 | -4 | 15 | 0 | 2 | 0.8 | 2 | 5 | 3
CCC1=Nc2cc(C(=O)NCCCN3CCOCC3)ccc2Sc2ccc(Br)cc21 | 7 | 6 | 0 | 1 | -1 | 0.0 | -1 | 1 | -3
CCCCN1C(=O)N(C)C2C1N(C)C(=O)N2CCCC (configuration not stated) | 6 | 6 | 0 | 6 | -2 | 0.7 | 1 | 3 | 4
CC(C)c1ccc(NC(=O)C(c2ccccc2)N2CC(=O)Nc3ccccc32)cc1 (configuration not stated) | 5 | 6 | 1 | 0 | -4 | 2.9 | 0 | 8 | 2
Nc1cccc(Oc2c(F)c(F)c(Oc3cccc(N)c3)c(F)c2F)c1 | 6 | 6 | 1 | 9 | 4 | 3.3 | x | 1 | -3
O=C(COc1ccccc1Cl)Nc1nnc(S(=O)(=O)N2CCCCCC2)s1 | -1 | 0 | 2 | 2 | -1 | 1.2 | 5 | -3 | -3
COc1ccc(-c2nn(-c3ccccc3)cc2C(N)=O)cc1OC | 3 | 3 | 75* | -2 | 3 | 0.0 | 1 | 4 | -2
CSc1nc2cc(C)nn2c(-c2ccccc2)c1C#N | -6 | 1 | 1 | -4 | 0 | 2.5 | 1 | 4 | -2
COc1ccccc1C1C=C(c2ccc(Cl)cc2)Nc2nc(NS(C)(=O)=O)nn21 (configuration not stated) | 71* | 66* | 3 | 71* | -3 | -15 | x | 5 | 3
C=CCN1C=C2C(=O)C(C)(OC(=O)CC)C(=O)C=C2C=C1CCCC (configuration not stated) | 29 | 29 | 6 | 42* | -10 | -7.1 | 1 | 10 | 0
O=C(NNC1OC(CO)C(O)C(O)C1O)c1cccc(Br)c1 (configuration not stated) | 5 | -1 | 6 | 3 | -7 | 1.8 | 2 | 0 | -2
O=c1c2cc(-c3ccccc3)sc2nc2n1CCC2 | 1 | 1 | -1 | -1 | 0 | -1.1 | x | 8 | 5
O=C(Nc1ccc2c(c1)OCO2)N1CCN(c2cccc(C(F)(F)F)c2)CC1 | 10 | 4 | 7 | 1 | -1 | -0.1 | -5 | 3 | -1
CCc1cccc(C)c1NC(=O)Cn1nc(C)n2cccc2c1=O | 5 | 4 | 0 | 0 | 6 | -2.3 | 2 | 2 | -4
CCn1nnnc1NCc1ccc(Cl)cc1 | -5 | 0 | 4 | -3 | -6 | 1.7 | 1 | 1 | 1
COCCCNC(=O)c1c[nH]c2ccc(S(=O)(=O)N3CCc4ccccc43)cc2c1=O | 7 | 6 | 9 | -3 | -3 | 1.5 | 5 | 1 | -3
Cn1c(SCCN2CCCC2)nnc1C1CCN(S(=O)(=O)c2cccc(F)c2)CC1 | -10 | -4 | 1 | -1 | -11 | 0.5 | -1 | -3 | -1
CC(O)c1nc2ccccc2n1C1CCCCC1 (configuration not stated) | 7 | 8 | 0 | 7 | 5 | -0.4 | -1 | 2 | 2
